LmPK inhibitor – blocks Leishmania mexicana pyruvate kinase activity; AID 1721; 0.37% of 290,000 active; Potency, µM (highest dose often 57.5 µM), for the others: top-dose activity change, negative = inhibition, most hits filed as inhibitors; Q27686; purified LmPK, Kinase-Glo ATP luminescence, 1 h; note: potency is the fitted concentration of half-maximal effect; % is set by controls: 0 for no effect and ±100 for the full control effect
Target sequence (Q27686 whole entry, looked up): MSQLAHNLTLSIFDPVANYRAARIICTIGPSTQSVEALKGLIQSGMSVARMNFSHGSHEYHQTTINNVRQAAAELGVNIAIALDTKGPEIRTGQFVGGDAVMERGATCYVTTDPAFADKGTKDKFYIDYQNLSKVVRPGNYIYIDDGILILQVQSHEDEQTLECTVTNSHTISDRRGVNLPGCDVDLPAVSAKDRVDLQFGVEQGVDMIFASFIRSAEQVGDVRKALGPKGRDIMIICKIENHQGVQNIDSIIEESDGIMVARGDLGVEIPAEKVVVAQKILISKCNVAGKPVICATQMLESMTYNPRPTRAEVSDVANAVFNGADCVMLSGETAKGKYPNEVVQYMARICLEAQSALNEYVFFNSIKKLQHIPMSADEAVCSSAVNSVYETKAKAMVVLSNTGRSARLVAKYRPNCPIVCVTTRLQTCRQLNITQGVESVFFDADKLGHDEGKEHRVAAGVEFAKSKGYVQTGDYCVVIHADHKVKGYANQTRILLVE
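In 50 mM imidazole pH 7.2 with 7 mM MgCl2, LmPK (0.1 nM) turned over PEP (0.5 mM) and ADP (0.1 mM) for 1 h at room temperature. Luciferase read-out of ATP.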
Pf growth 96h – inhibits malaria parasite growth, 96 h; P. falciparum luciferase reporter growth, 96 h; 6.9% of 320,000 active; Potency, µM (doses to about 28.7 µM), without a hit: at the top dose activity change, negative = inhibition, usual class: inhibitors; note: potency is the fitted concentration of half-maximal effect; % is set by controls: 0 for no effect and ±100 for the full control effect
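Readout is luminescence from an integrated firefly luciferase in P. falciparum. Red cells, 2% hematocrit and 0.05% parasitemia final, were cultured with compound through two parasite generations (96 hours) at 37 C, 5% CO2.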
Cycloheximide cs – counter-screen for Shiga toxin inhibitors: cycloheximide protein synthesis inhibition; AID 2314; max response, %; 12% of 300,000 active; cell reporter, cycloheximide protein synthesis inhibition counterscreen; in the data active = max response mostly above about 13%, no sharp cut-off; inactive = mostly below about 14%; note: read at 38.3 µM for the half of the compounds with a filed dose; 0% is about no effect
Shiga toxin inh – Shiga toxin inhibition. Vero cells, Shiga toxin protein synthesis inhibition reporter. inhibition, % at 38.7 µM. 9.2% of 290,000 active. AID 2315; in the data active = inhibition mostly above about 28%, no sharp cut-off; inactive = mostly below about 43%; note: 0% is about no effect
AmpC inh no detg – inhibitors of E. coli AmpC beta-lactamase without detergent; 0.52% of 330,000 active; Potency, µM (titrated, usually from 57.1 µM), inactives show at the highest dose activity change, negative = inhibition, hits mostly inhibitors; AmpC nitrocefin hydrolysis, absorbance 480 nm, 0.0001% Triton; P00811; AID 485341;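 note: potency is the fitted concentration of half-maximal effect; plate controls were no compound for no effect and no enzyme for full effect; nearly all actives have a fitted effect of over 20% in size; some results filed as inactive show a strong effect at the top dose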
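AmpC (5.3 nM in the dispensed reagent) in 20 mM phosphate pH 7.0 with 0.01% (detergent screen) or 0.0001% Triton X-100 was preincubated with compounds for 15 min at room temperature. Nitrocefin was then added from an 800 uM solution, and hydrolysis was followed at 480 nm.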
TbPYK inhibitor – inhibitors of Trypanosoma brucei pyruvate kinase | 0.12% of 410,000 active | AID 624173 | Q57TT1 | TbPYK enzyme, Kinase-Glo Plus ATP luminescence, 45 min | Potency, µM (doses to about 76.8 µM), for the others: at the highest dose activity, negative = inhibition, usual class: inhibitors; note: potency is the fitted concentration of half-maximal effect; % is set by controls: 0 for no effect and ±100 for the full control effect; nearly all actives have a fitted effect of over 50% in size
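Assay buffer: 50 mM TEA pH 7.2, 100 mM KCl, 10 mM MgCl2, 0.05% BSA, 0.01% Tween-20. Pyruvate kinase from T. brucei plus substrate met compound, then ADP (130 uM final). Luminescence was read post 45 min RT.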
Pf growth 48h – P. falciparum growth inhibition at 48 hours (one generation); P. falciparum luciferase growth in erythrocytes, 48 h; Potency, µM (series often up to 28.7 µM), for inactives: at the top dose activity change, negative = inhibition, most hits filed as inhibitors; 5.9% of 310,000 active; AID 504832; note: potency is the fitted concentration of half-maximal effect; % is set by controls: 0 for no effect and ±100 for the full control effect
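Luciferase-expressing parasites in RBCs, 2% Hct / 0.1% parasitemia final; RPMI 1640 + 0.5% Albumax; 37 C, 5% CO2, one generation; luminescence read-out, lower signal = inhibition.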
* marks the source's active call; other numbers are inactive results; i = inactive; ? = inconclusive; . = not tested or not shown; & = joins results of further samples; [ ] = dose if it differs, or a comment. Unless noted, calls come from the whole dose curve; as a rule, active = well fitted curve in the direction sought with a large enough effect; inconclusive = small, poorly fitted or top-dose-only effect, or another doubt; inactive = no such curve, though single readings can be large; an effect the other way counts as inactive or inconclusive.

The line under a structure holds: Cycloheximide cs, TbPYK inhibitor, LmPK inhibitor, Pf growth 48h, Shiga toxin inh, AmpC inh no detg, Pf growth 96h
#1 Cc1onc(-c2ccccc2Cl)c1C(=O)NC1CCCCCC1
→ 11, -1%, 1%, 0%, 5, -7%, -6%
#2 COc1cccc(/C=C/c2ccccn2)c1O
→ 50*, 11%, -14%, 247%[activator], 110*, -8%, i
#3 Cc1ccc(NC(=O)CCC(=O)N2CCN(S(=O)(=O)c3ccc(C)cc3)CC2)cc1
→ ., -1%, ., ?, ., 81%[activator], ?
#4 CS(=O)(=O)N1CCN(C(=O)Nc2ccccc2)CC1
→ 0, 5%, 0%, 44%[activator], -4, -13%, -4%
#5 COc1ccc(N2CCN(C(CNC(=O)c3ccc4c(c3)OCO4)c3ccco3)CC2)cc1 (stereo not given)
→ -2, -8%, 7%, 10%, -9, 28%, 6%
#6 COc1ccccc1-c1c(C)nn2c(-c3ccccc3)cc(C)nc12
→ 8, 4%, 5%, ?, 17, 74%[activator], ?
#7 CCc1ccc(NC(=O)CSc2n[nH]c(C)c2[N+](=O)[O-])cc1
→ 1, 6%, 1%, 38%[activator], 1, -19%, 13%
#8 Cc1ccc(C)c(OCC(O)CN2CCN(CCN3C(=O)c4cccc5cccc(c45)C3=O)CC2)c1 (stereo not given)
→ 3, -1%, 0%, -108%, 7, 206%[activator], -25%
#9 COc1cc(NC(=O)Cc2c(C(=O)O)n(C)c3ccccc23)cc(OC)c1OC
→ -1, -6%, -1%, 13%, -8, -18%, -21%
#10 CCOc1ccccc1-n1c(O)c(C=NCCCn2ccnc2)c(=O)[nH]c1=O
→ -1, -11%, 6%, 42%[activator], -5, -1%, 42%[activator]
#11 Cc1nnsc1C(=O)Nc1ccccc1
→ -1, 3%, -7%, -5%, 18, 13%, 10µM*
#12 COc1ccc(COC(=O)CCS(=O)(=O)c2ccc(C)cc2)cc1F
→ ., -2%, ., -16%, ., -3%, 63%[activator]
#13 CCn1ncc(C2=NOC(C(=O)Nc3ccc4c(c3)OCO4)C2)c1C (stereo not given)
→ 7, -11%, -1%, 2%, 33, -4%, 35%[activator]
#14 Cc1cc([N+](=O)[O-])cc2c1NCC1CC=CC21 (stereo not given)
→ -2, -5%, 0%, 4%, -2, -12%, -2%
#15 CCOC(=O)N1CCC2(CC1)C(C#N)=C(N)Oc1c2sc2nc(C)cc(C)c12
→ -3, -2%, -11%, ?, 1, -17%, 21%
#16 CCn1c(SCC(O)c2ccccc2)nnc1-c1ccccc1 (stereo not given)
→ 39*, -7%, 2%, 24%, 28*, -6%, 20%
#17 O=C(CSc1ccc(-c2cccs2)nn1)N1CCCCCC1
→ 20*, -5%, -5%, 35%[activator], 44*, -17%, ?
#18 CCCCCC1=NN2C(=O)CC(=O)N=C2S1
→ 0, 4%, -2%, -3%, -3, -37%, 11%
#19 COc1ccc2cc(C(C)CO)ccc2c1 (stereo not given)
→ ., 6%, ., -2%, ., ., 15%
#20 Brc1ccc(/C=N/N2CCN(C3c4ccccc4-c4ccccc43)CC2)s1
→ 8, -1%, 2%, 20%, -2, -11%, ?

Part of the list above, limited to AmpC inh no detg, Pf growth 48h and Cycloheximide cs:
cpd	Structure	AmpC inh no detg	Pf growth 48h	Cycloheximide cs
18	CCCCCC1=NN2C(=O)CC(=O)N=C2S1	-37%	-3%	0
20	Brc1ccc(/C=N/N2CCN(C3c4ccccc4-c4ccccc43)CC2)s1	-11%	20%	8
17	O=C(CSc1ccc(-c2cccs2)nn1)N1CCCCCC1	-17%	35%[activator]	20*
19	COc1ccc2cc(C(C)CO)ccc2c1 (stereo not given)	.	-2%	.
14	Cc1cc([N+](=O)[O-])cc2c1NCC1CC=CC21 (stereo not given)	-12%	4%	-2
11	Cc1nnsc1C(=O)Nc1ccccc1	13%	-5%	-1

Remaining list, next part
The line under a structure holds: Cycloheximide cs, TbPYK inhibitor, LmPK inhibitor, Pf growth 48h, Shiga toxin inh, AmpC inh no detg, Pf growth 96h
#21 COC/C=C/C1=CC2=CC(=O)C(C)(OC(=O)c3cnc4ccccc4n3)C(=O)C2=CN1CCCCO (stereo not given)
→ -4, 0%, -5%[11.5 µM], 76%[activator], -5, 133%[activator], ?
#22 CCC(C)NC(=O)c1cc(CC(C)C)on1 (stereo not given)
→ 49*, 0%, -7%, 41%[activator], 59*, -6%, 12µM*
#23 c1ccc(C2Nc3ccccc3-c3nc4ccccc4n32)nc1 (stereo not given)
→ -4, -7%, 7%, 41%[activator], -11, -32%, 5%
#24 COc1ccc(NC(=O)COC(=O)C2CC(=O)N(CCc3ccc(OC)c(OC)c3)C2)cc1Cl (stereo not given)
→ ., 1%, ., ?, ., 75%[activator], 15%
#25 Cn1cccc1/C=C1\CCC/C(=C\c2cccn2C)C1=O
→ 52*, 4%, 0%, ., 109*, 105%[activator], -8%
#26 CCOc1ccc(CNc2ccc(N3CCOCC3)c(C(=O)O)c2)cc1
→ -1, -1%, -3%, 21%, -7, -2%, 17%
#27 CCCc1nnc2n1N=C(c1ccc([N+](=O)[O-])cc1)CS2
→ -1, -11%, 0%, 8%, 10, -21%, -8%
#28 CCC(=O)NC(c1ccc(N(C)C)cc1)c1c(O)ccc2ccccc12 (stereo not given)
→ -1, -1%, 0%, ?, 18, 12%, ?
#29 CC1CC(C)CN(S(=O)(=O)N2CCCC(C(=O)NCCc3ccccc3)C2)C1 (stereo not given)
→ 2, -2%, 7%, -13%, -4, 22%, 26%
#30 CCOC(=O)Cn1c(-c2ccccc2)cc(SC)c(C#N)c1=O
→ -1, -5%, -8%, -24%, 28, -33%, -10%
#31 COc1ccc(OC)c(S(=O)(=O)NCC(c2ccco2)S(=O)(=O)c2ccccc2)c1 (stereo not given)
→ ., -1%&-3%, ., -5%, ., -22%, -19%
#32 CCn1c(=O)c(=O)[nH]c2cc(C(=O)NCC3CCCCC3)ccc21
→ -4, -4%, -1%, 12%, 8, -7%, ?

Compound profiles (already shown). Screens in order: Cycloheximide cs	TbPYK inhibitor	LmPK inhibitor	Pf growth 48h	Shiga toxin inh	AmpC inh no detg	Pf growth 96h
CCC(=O)NC(c1ccc(N(C)C)cc1)c1c(O)ccc2ccccc12 (stereo not given) across the screens: -1	-1%	0%	?	18	12%	?
COC/C=C/C1=CC2=CC(=O)C(C)(OC(=O)c3cnc4ccccc4n3)C(=O)C2=CN1CCCCO (stereo not given) across the screens: -4	0%	-5%[11.5 µM]	76%[activator]	-5	133%[activator]	?
